LYP phosphatase – LYP phosphatase inhibitors, primary screen, biochemical, DiFMUP fluorescence, recombinant catalytic domain, 10 µM (AID 606) | 52,000 tested, under 10 active | recombinant LYP catalytic domain, DiFMUP fluorescence; higher % means a stronger effect | inhibition, % at 10 µM, or IC50 in µM where a hit was titrated;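 active = IC50 under 40 µM in the dose-response test; inactive = IC50 of 40 µM or more, or never dose-tested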
Spn MK inh – inhibitors of Streptococcus pneumoniae mevalonate kinase | purified MK, PK/LDH-coupled NADH absorbance 340 nm | inhibition, % at 10 µM | 0.48% of 65,000 active;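 active = ranked among the strongest by inhibition in the single 10 µM screen, a fixed top-ranked set picked for dose follow-up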; also: no value below 0 was filed
HPDE-C7K KRASV12 – viability loss of HPDE-C7K cells – cell-based, fluorescence, HTS, primary screen (AID 431); 1.7% of 63,000 active; cytotoxicity, % at 10 µM, or EC50 in µM where a hit was titrated; HPDE-C7K KRASV12 cells, Alamar Blue viability, 48 h; higher % means a stronger effect;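 active = compounds whose percent cytotoxicity in the single-dose primary screen, scaled between solvent and toxic-drug controls, exceeds 50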;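 also: 0% = DMSO solvent wells and 100% = doxorubicin-treated wells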
Spn DPM-DC inh – blocks S. pneumoniae diphosphomevalonate decarboxylase; purified DPM-DC, PK/LDH coupled NADH fluorescence; calls only at 10 µM; 0.49% of 65,000 active; AID 556;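 active = the 320 compounds with the highest percent inhibition in the single-dose primary screen, excluding strongly autofluorescent ones, cut at about 32% in these data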;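 also: kinetic rate of NADH fluorescence loss reporting ADP formed by the decarboxylase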
HPDE-C7 viability – cytotoxicity in HPDE-C7 cells, cell-based, fluorescence, HTS (AID 430); HPDE-C7 pancreatic duct cells viability, fluorescence; higher % means a stronger effect; cytotoxicity, % at 10 µM, or EC50 in µM where a hit was titrated; 1.8% of 63,000 active;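 also: cells exposed to compound for 48 hours before viability readout; 0% = vehicle and 100% = reference cytotoxic drug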
Bfl-1 inhibitors – Bfl-1 inhibitors, primary screen, biochemical, fluorescence polarization, FITC-Bid, mouse (AID 432). one-dose displacement, % at 20 µM; IC50 in µM for titrated hits. FITC-Bid BH3 peptide fluorescence polarization displacement; higher % means a stronger effect. 0.02% of 64,000 active; in the data active = a potency from the dose series; inactive = the rest, 99 in 100 with displacement below about 15%; also: strong numbers were not always called active
PMK inhibit – S. pneumoniae PMK inhibition; purified PMK, PK/LDH-coupled NADH absorbance 340 nm; 0.49% of 65,000 active; inhibition, % at 10 µM;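 active = top-ranked compounds by inhibition in the single 10 µM screen, taking a fixed number of the strongest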;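 also: 0% = full reaction with DMSO carrier and 100% = background rate without enzyme reaction; no value below 0 was filed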
HT1080 cytotoxicity – HT1080 cell viability loss – fluorescence readout (AID 620); HT1080 viability, fluorescence; higher % means a stronger effect; cytotoxicity, % at 10 µM, or EC50 in µM where a hit was titrated; 0.42% of 87,000 active;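 also: cells exposed to compound overnight then 4 h with Alamar Blue; 0% = vehicle DMSO and 100% = killing control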
TNAP inhibition – human TNAP enzyme inhibitors, biochemical, luminescent (AID 518); purified TNAP enzyme, luminescent substrate readout; higher % means a stronger effect; inhibition, % at 20 µM, or IC50 in µM where a hit was titrated; 0.09% of 64,000 active; in the data active = a potency from the dose series; inactive = the rest, 99 in 100 with inhibition below about 22%;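 also: plate controls were vehicle for no effect and reference inhibitor for full effect; many of its hits are not listed in these tables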
PMK inhibit pilot replicates – further read-out of PMK inhibit, marked with its call; inhibition, %; measured here: pilot screen replicates
Spn MK inh pilot replicates – second read-out of Spn MK inh, no call of its own (marks repeat the call); inhibition, %; measured here: pilot screen replicates
Spn DPM-DC inh pilot screen % – also measured in Spn DPM-DC inh; calls as there; inhibition, %; measured here: pilot screen trials
* = called active by the depositor; i = inactive; nt = no result given. Rule as the data show it, unless noted: active = cytotoxicity above about 50%; inactive = the rest. No enrichment for hits. About 3.5% of those tested had a hit in this group.

SMILES | LYP phosphatase | Spn MK inh | HPDE-C7K KRASV12 | Spn DPM-DC inh | HPDE-C7 viability | Bfl-1 inhibitors | PMK inhibit | HT1080 cytotoxicity | TNAP inhibition | others
FC(F)(F)c1cc(-c2ccco2)nc(-n2cnc3ccccc32)n1 | nt | 8 | 42% | i | 0% | 1% | 16 | -14% | 5%
COCCNC(=O)c1ccc(CS(=O)(=O)c2ccc(Cl)cc2)o1 | nt | 5 | -24% | i | -25% | 3% | 14 | -11% | -2%
Cc1ccc2oc(=O)c3cnn(CC(=O)N4CCc5ccccc5C4)c3c2c1 | 5% | 1 | -5% | i | 1% | -2% | 11 | 2% | 6%
COc1cc(OC)c(OC)cc1CNC1CCCCCC1 | 9% | 2 | -5% | i | -8% | -6% | 0 | nt | 17%
Cc1c(C(C)O)nnn1-c1nonc1N (centres undefined) | nt | 9 | 8% | i | 0% | -10% | 13 | 9% | 4%
Cc1nnc(N(Cc2ccccc2)C(=O)c2cnccn2)s1 | 6% | 0 | -8% | i | -2% | 3% | 12 | -6% | -2%
CCOC(=O)c1cnc(-n2cc(C)cn2)nc1Nc1ccccc1OC | nt | 5 | -5% | i | 0% | 6% | 11 | -12% | 8% | PMK inhibit pilot replicates=3.5;Spn MK inh pilot replicates=1.0;Spn DPM-DC inh pilot screen %=0.0
Cn1cccc1Cc1nnc(SCC(=O)NCCc2ccccc2)n1-c1ccc(F)cc1 | -6% | 0 | -3% | i | -10% | 0% | 13 | -5% | 8%
COc1ccccc1OCc1ccc(C(=O)N2CCN(C(=O)c3ccco3)CC2)cc1 | -7% | 11 | -4% | i | -8% | 3% | 0 | 3% | 13% | PMK inhibit pilot replicates=0.0;Spn MK inh pilot replicates=5.0;Spn DPM-DC inh pilot screen %=4.0
COc1ccc(NC(=O)CCN2C(=O)C3CC=C(Cl)CC3C2=O)cc1 (centres undefined) | nt | 8 | -1% | i | 0% | 4% | 0 | nt | 6%
Cc1cc(C)n(-c2nnc(C)n2/N=C/c2ccco2)n1 | -2% | 10 | 20% | i | -6% | 6% | 0 | 35% | 7% | PMK inhibit pilot replicates=8.0;Spn MK inh pilot replicates=1.0;Spn DPM-DC inh pilot screen %=3.5
COc1ccc(C2C(C(=O)Nc3cc(C)on3)c3ccccc3C(=O)N2C)cc1OC (centres undefined) | nt | 6 | -2% | i | -8% | 0% | 4 | -4% | 4%
CC(CC(=O)c1cccs1)CC(=O)c1cccs1 | nt | 9 | -2% | i | -7% | -1% | 8 | 2% | 10%
Nc1nnc(SCc2ccccc2F)n1-c1ccccc1 | 17% | 7 | -5% | i | -9% | -2% | 5 | 0% | 9%
COC(=O)c1[nH]c2ccccc2c1NC(=O)CN1CCCc2ccccc21 | nt | 7 | -6% | i | 0% | 8% | 0 | -7% | 13%
CCOc1ccccc1N1CCN(CC(O)COc2ccc3c(C)cc(=O)oc3c2)CC1 (centres undefined) | 7% | 7 | -2% | i | 3% | -6% | 0 | nt | 2%
CN(c1cccc(NC(=O)CN2C(=O)c3ccccc3S2(=O)=O)c1)S(C)(=O)=O | 10% | 3 | nt | i | nt | nt | 7 | -5% | nt
Cc1ccc(CSC2=NCCN2C(=O)C2CC2)cc1 | 1% | 3 | 8% | i | -4% | -5% | 12 | -3% | 4% | PMK inhibit pilot replicates=2.0;Spn MK inh pilot replicates=0.0;Spn DPM-DC inh pilot screen %=0.0
Cc1nn(Cc2ccc(Cl)cc2)c(C)c1NC(=O)c1cc(-c2ccco2)on1 | 14% | 6 | -11% | i | -8% | -3% | 9 | -3% | 8%
O=C(Oc1ccc2c(=O)c(Cl)coc2c1)c1ccncc1 | nt | 14 | -20% | i | -18% | 10% | 4 | 1% | 7%
O=C(c1cc(-c2cccnc2)nc2ccc(Br)cc12)N1CCN(c2ncccn2)CC1 | 3% | 8 | 4% | i | 4% | -3% | 5 | 0% | 6%
CCN=C1SC(CC(=O)Nc2ccccc2OCC)C(=O)N1CC (centres undefined) | 4% | 9 | 7% | i | 4% | -3% | 2 | 4% | 14% | PMK inhibit pilot replicates=2.5;Spn MK inh pilot replicates=0.0;Spn DPM-DC inh pilot screen %=6.0
CC(=O)Nc1cccc2c1[n+]([O-])c(C)c(C)[n+]2[O-] | nt | 5 | -24% | i | -17% | 4% | 9 | 6% | 4%
CCOC(=O)c1cc(C)n(-c2ccc(OC)c(OC)c2)c1C | 11% | 6 | 14% | i | 11% | 2% | 0 | 2% | 6%
Cc1cc(C)n(C(C)n2nc(C)cc2C)n1 | -2% | 6 | -12% | i | -21% | 4% | 9 | 5% | 11% | PMK inhibit pilot replicates=2.5;Spn MK inh pilot replicates=1.0;Spn DPM-DC inh pilot screen %=0.5

3 records picked at random from those above:
SMILES | LYP phosphatase | Spn MK inh | HPDE-C7K KRASV12 | Spn DPM-DC inh | HPDE-C7 viability | Bfl-1 inhibitors | PMK inhibit | HT1080 cytotoxicity | TNAP inhibition | others
CN(c1cccc(NC(=O)CN2C(=O)c3ccccc3S2(=O)=O)c1)S(C)(=O)=O | 10% | 3 | nt | i | nt | nt | 7 | -5% | nt
COc1ccccc1OCc1ccc(C(=O)N2CCN(C(=O)c3ccco3)CC2)cc1 | -7% | 11 | -4% | i | -8% | 3% | 0 | 3% | 13% | PMK inhibit pilot replicates=0.0;Spn MK inh pilot replicates=5.0;Spn DPM-DC inh pilot screen %=4.0
Cc1nn(Cc2ccc(Cl)cc2)c(C)c1NC(=O)c1cc(-c2ccco2)on1 | 14% | 6 | -11% | i | -8% | -3% | 9 | -3% | 8%

Returning to the listing; the two compounds before the break are reprinted first.
SMILES | LYP phosphatase | Spn MK inh | HPDE-C7K KRASV12 | Spn DPM-DC inh | HPDE-C7 viability | Bfl-1 inhibitors | PMK inhibit | HT1080 cytotoxicity | TNAP inhibition | others
CCOC(=O)c1cc(C)n(-c2ccc(OC)c(OC)c2)c1C | 11% | 6 | 14% | i | 11% | 2% | 0 | 2% | 6%
Cc1cc(C)n(C(C)n2nc(C)cc2C)n1 | -2% | 6 | -12% | i | -21% | 4% | 9 | 5% | 11% | PMK inhibit pilot replicates=2.5;Spn MK inh pilot replicates=1.0;Spn DPM-DC inh pilot screen %=0.5
Cc1cc(C(=O)c2cccs2)c(N)s1 | nt | 10 | 9% | i | 11% | -3% | 17 | -2% | 11%
Cc1ccc(C(=O)C2=C(O)C(=O)N(c3ncccn3)C2c2cccc(Cl)c2)o1 (centres undefined) | 2% | 11 | 16% | i | 23% | -1% | 16 | 18% | 10%
COc1nc(NCc2ccco2)nc(N2CCC(C)CC2)n1 | -10% | 5 | -5% | i | -15% | -5% | 11 | -3% | 11%
Cc1cccc(CSc2nnc(-c3ccco3)n2C)c1 | 6% | 4 | -4% | i | 3% | 7% | 2 | 0% | 2%
Cn1c(=O)c2c(nc(SCc3ccccn3)n2C)n(C)c1=O | 2% | 16 | -14% | i | -7% | -4% | 4 | 6% | 3%
CCOC(=O)C1=C(c2ccccc2)OC(N)=C(C#N)C1c1ccco1 (centres undefined) | -9% | 5 | -3% | i | -9% | 4% | 11 | -11% | 8%
Cc1ccc(C(=O)CSC2=NC(N)=C(C#N)C3(CCCCC3)C2C(N)=O)cc1 (centres undefined) | 3% | 5 | 1% | i | -1% | -4% | 7 | 9% | 9%
c1coc(-c2nc3nc4ccccc4nc3n2CC2CCCO2)c1 (centres undefined) | 13% | nt | nt | nt | nt | -4% | nt | 14% | 12%
CCOC(=O)C1CCCN(C(=O)Cn2nc(Cc3cccnc3)c3ccccc3c2=O)C1 (centres undefined) | -8% | 6 | -7% | i | 6% | 0% | 2 | -5% | 0%
CC1CCCC(NC(=O)CC2Nc3ccccc3NC2=O)C1C (centres undefined) | nt | 6 | 2% | i | -9% | 1% | 9 | -7% | 2%
CCC(=O)N1CCc2cc(OC)c(OC)cc2C1COc1ccc(C(=O)OC)cc1 (centres undefined) | 2% | 1 | -5% | i | -7% | -5% | 21 | -3% | 6% | PMK inhibit pilot replicates=1.0;Spn MK inh pilot replicates=0.0;Spn DPM-DC inh pilot screen %=0.0
CCC(=O)N1CCc2cc(S(=O)(=O)CCC(=O)N3CCc4ccccc4C3)ccc21 | 9% | 2 | -18% | i | -16% | -8% | 7 | 5% | -2%
CCc1c(O)nc(SCC(=O)Nc2ccccc2OC)[nH]c1=O | nt | 0 | -4% | i | 4% | 6% | 0 | 1% | 6%
COc1ccc(S(=O)(=O)NC(CC(=O)NCc2ccc3c(c2)OCO3)c2ccco2)cc1 (centres undefined) | -2% | 0 | 2% | i | 2% | -11% | 3 | 3% | 1%
COc1cccc(-c2nc(-c3ccc(NC(=O)Cc4ccccc4OC)cc3)no2)c1 | 7% | 10 | 5% | i | -2% | 5% | 6 | 10% | 4% | PMK inhibit pilot replicates=2.0;Spn MK inh pilot replicates=1.0;Spn DPM-DC inh pilot screen %=1.0
CCN1CCc2c(sc(NC(=O)c3ccc(S(=O)(=O)N4CCOCC4)cc3)c2C(=O)OC)C1 | 18% | 7 | 7% | i | 9% | -7% | 14 | 1% | 7%
C=CCN1C(=O)CN=C1Nc1cc(C)ccc1C | nt | 5 | -1% | i | -1% | 2% | 12 | 3% | 10%
CCCCCOC(=O)c1ccc(NC(=O)c2ccco2)cc1 | 13% | 9 | 80%* | i | 66%* | 8% | 6 | 17% | 12%
C=C(c1cccc2ccccc12)P(=O)(O)O | -3% | 3 | 11% | i | -15% | 15% | 9 | 4% | 15% | PMK inhibit pilot replicates=4.5;Spn MK inh pilot replicates=0.0;Spn DPM-DC inh pilot screen %=3.5
CN1C(=O)C(O)(CC(=O)c2cccc(-n3cccc3)c2)c2ccccc21 (centres undefined) | -1% | 4 | -20% | i | 0% | 3% | 6 | -45% | 11%
Cc1cc(C(=O)OCC(=O)Nc2nc(-c3ccccc3)cs2)c(C)o1 | -4% | 0 | -7% | i | -5% | -2% | 9 | -10% | 1%
FC(F)(F)c1cccc(N2CCN(c3nnnn3-c3ccccc3)CC2)c1 | 3% | 0 | 14% | i | 11% | -8% | 15 | -4% | 13% | PMK inhibit pilot replicates=2.0;Spn MK inh pilot replicates=0.0;Spn DPM-DC inh pilot screen %=1.5
CCOC(=O)COc1cc(=O)n(CC)c2ccccc12 | 1% | 4 | -4% | i | -16% | -3% | 12 | -3% | 8%
COc1ccc(OC)c(CNc2nc3ccccc3n2CCN2CCCCC2)c1 | -4% | 2 | -9% | i | 23% | -1% | 7 | -7% | 9%

Assay outcomes from PubChem BioAssay.
